FBPA coupling cs = qHTS Assay for Inhibitors of Fructose-1,6-bisphosphate Aldolase from Giardia Lamblia: Coupling assay counterscreen | activity change, negative = inhibition, % at 58.2 µM, hits read low | 290,000 tested, 0.67% active | coupling enzyme system counterscreen, AmpLite Red fluorescence | AID 2472, 2010; in the data active = activity change below about -30%; note: % is set by controls: 0 for no effect and ±100 for the full control effect
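Counterscreen of the coupled detection system alone, without aldolase: glyceraldehyde-3-phosphate coupling enzymes plus AmpLite Red readout. Compounds at 57.5 uM final, 10 min RT preincubation, 20 min RT reaction, fluorescence 525/598 nm.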
PKM2 act = qHTS Assay for Activators of Human Muscle isoform 2 Pyruvate Kinase; Potency, µM (doses to about 57.5 µM), without a hit: at the top dose activation, usual class: activators; 260,000 tested, 0.34% active; AID 1631, 2009; purified PKM2, Kinase-Glo ATP luminescence, activation; response scale: 0% is enzyme alone, no compound; note: potency is the fitted concentration of half-maximal effect; % is set by controls: 0 for no effect and ±100 for the full control effect; nearly all actives have a fitted effect of over 55% in size
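Kinase-Glo luminescence reports ATP generated from ADP (0.1 mM) and PEP (0.5 mM) by purified hPK-M2 after 1 h at room temperature, pH 7.2 imidazole buffer; intermediate enzyme activity allows detecting inhibitors and activators.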
Menin-MLL TR inh = qHTS Assay for Inhibitors Targeting the Menin-MLL Interaction in MLL Related Leukemias: Competition With Texas Red Labeled MLL-derived Mutant Peptide | O00255 | Menin + Texas Red MLL mutant peptide, fluorescence polarization | Potency, µM (titrated, usually from 61.6 µM), for the others: top-dose FP activity change, negative = inhibition, usual class: inhibitors | 270,000 tested, 0.23% active | AID 1768, 2009; active = well fitted inhibition curve with a large enough effect in the polarisation, with a control signal flat, not every such curve was filed as active; inconclusive = small, poorly fitted or top-dose-only effect, or effect the other way, or a change in a side signal; inactive = no such curve, though single readings can be large or run the other way; the % refers to the polarisation; note: potency is the fitted concentration of half-maximal effect; % of control where 0% means no effect; many of its hits are not listed in these tables
Giardia killer = Small Molecules that selectively kill Giardia lamblia: qHTS; 340,000 tested, 0.15% active; Giardia lamblia trophozoite viability; activity change, % at 7.66 µM, hits read low; in the data active = activity change below about -80%; inconclusive = between about -30% and that limit;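 note: parasites exposed to compound for two days anaerobically before the ATP read; % is set by controls: 0 for no effect and ±100 for the full control effect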
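Trophozoite viability was measured as ATP-dependent luminescence, read 15-30 min after reagent addition. Before that, parasites at 100 cells/well were exposed to compounds for 48 h, anaerobically, at 37 deg C.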
GALK inh = qHTS Assay for Inhibitors of Human Galactokinase (GALK). 270,000 tested, 0.007% active. Purified GALK, Kinase-Glo residual ATP luminescence. P51570. Potency, µM (series often up to 57.5 µM), for the others: top-dose activity change, negative = inhibition, actives largely listed as inhibitors; note: potency is the fitted concentration of half-maximal effect; % is set by controls: 0 for no effect and ±100 for the full control effect
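Human GALK (5 nM) with 35 uM ATP and 100 uM galactose in 20 mM HEPES pH 8.0, 5 mM MgCl2, 60 mM NaCl, 1 mM DTT, 0.01% BSA. After 1 h at room temperature, leftover ATP was read by Kinase-Glo Plus luminescence.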
TRPV1 agonist = HTS Assay for Compounds that Act as Agonists of the Vanilloid Receptor 1. Transient receptor potential cation channel subfamily V member 1 (Homo sapiens), Q8NER1. TRPV1-expressing cells, Fluo-8 calcium influx, agonist mode. activation, % at 8.33 µM. 320,000 tested, 0.19% active; in the data active = activation above about 80%; inconclusive = between about 30% and that limit; note: 0% is about no effect
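Fluo-8 calcium influx in TRPV1-expressing cells, kinetic read (ex 480/em 520 nm). Compound added and read 3 min for agonist activity, followed by capsaicin at EC20 final and 2 min further read for enhancement.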
KCNH2 3.1 block = qHTS for Inhibitors of KCHN2 3.1: Mutant qHTS; Potassium voltage-gated channel subfamily H member 2, brain isoform KCNH2 3.1 (human); U2OS KCNH2 3.1, thallium flux FluxOr; active compounds read low; activity change, % (tested at about 1.8 µM); 340,000 tested, 0.95% active;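 active = maximum activity change below -70%; inconclusive = maximum activity change from -70% to -50%; inactive = maximum activity change above -50%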;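 note: thallium influx rate constant from kinetic fluorescence after stimulation buffer; % is set by controls: 0 for no effect and ±100 for the full control effect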
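FluxOr-based Tl+ influx in U2OS cells transduced with KCNH2 3.1 virus; rate constants normalized to DMSO controls.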
KCNH2 WT inh = qHTS for Inhibitors of KCHN2 3.1: Wildtype qHTS; Voltage-gated inwardly rectifying potassium channel KCNH2 (Homo sapiens), Q12809; U2OS, BacMam KCNH2, thallium flux FluxOr; active compounds read low; activity change, % at 1.84 µM; 340,000 tested, 0.37% active;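 active = maximum activity change below -70%; inconclusive = maximum activity change between -70% and -50%; inactive = maximum activity change above -50%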; note: % is set by controls: 0 for no effect and ±100 for the full control effect
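U2OS cells transduced with wild-type KCNH2 virus are loaded with FluxOr dye for 45 min, and thallium flux is measured in kinetic reads before and after stimulation buffer. Rate constants are normalized to DMSO controls.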
B2AR arrestin = qHTS assay of beta-arrestin-biased ligands of beta2-adrenergic receptor. 330,000 tested, 0.02% active. AID 492947, 2010. Potency, µM (top dose mostly 46.1 µM), inactives show at the top dose activation, usual class: activators. Beta-2 adrenergic receptor (Homo sapiens), P07550. beta-arrestin recruitment to beta2AR, cell-based reporter;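 note: potency is the fitted concentration of half-maximal effect; 0% = DMSO controls and full agonism = EC100 isoproterenol or metaproterenol; nearly all actives have a fitted effect of over 65% in size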
MLL CXXC-DNA inh = qHTS Fluorescence Polarization Assay for Inhibitors of MLL CXXC domain - DNA interaction; Histone-lysine N-methyltransferase 2A (Homo sapiens), Q03164; MLL-CXXC / FITC-HOXA9 DNA fluorescence polarization; Potency, µM (titrated, usually from 115 µM), for inactives: at the top dose activity change, negative = inhibition, usual class: inhibitors; 290,000 tested, 0.037% active; AID 2662, 2010; active = well fitted inhibition curve with a large enough effect in the polarisation, with a control signal flat, not every such curve was filed as active; inconclusive = small, poorly fitted or top-dose-only effect, or effect the other way, or a change in a side signal; inactive = no such curve, though single readings can be large or run the other way; the % refers to the polarisation; note: potency is the fitted concentration of half-maximal effect
Target sequence (Q03164 whole entry, looked up, the tested form may be a part): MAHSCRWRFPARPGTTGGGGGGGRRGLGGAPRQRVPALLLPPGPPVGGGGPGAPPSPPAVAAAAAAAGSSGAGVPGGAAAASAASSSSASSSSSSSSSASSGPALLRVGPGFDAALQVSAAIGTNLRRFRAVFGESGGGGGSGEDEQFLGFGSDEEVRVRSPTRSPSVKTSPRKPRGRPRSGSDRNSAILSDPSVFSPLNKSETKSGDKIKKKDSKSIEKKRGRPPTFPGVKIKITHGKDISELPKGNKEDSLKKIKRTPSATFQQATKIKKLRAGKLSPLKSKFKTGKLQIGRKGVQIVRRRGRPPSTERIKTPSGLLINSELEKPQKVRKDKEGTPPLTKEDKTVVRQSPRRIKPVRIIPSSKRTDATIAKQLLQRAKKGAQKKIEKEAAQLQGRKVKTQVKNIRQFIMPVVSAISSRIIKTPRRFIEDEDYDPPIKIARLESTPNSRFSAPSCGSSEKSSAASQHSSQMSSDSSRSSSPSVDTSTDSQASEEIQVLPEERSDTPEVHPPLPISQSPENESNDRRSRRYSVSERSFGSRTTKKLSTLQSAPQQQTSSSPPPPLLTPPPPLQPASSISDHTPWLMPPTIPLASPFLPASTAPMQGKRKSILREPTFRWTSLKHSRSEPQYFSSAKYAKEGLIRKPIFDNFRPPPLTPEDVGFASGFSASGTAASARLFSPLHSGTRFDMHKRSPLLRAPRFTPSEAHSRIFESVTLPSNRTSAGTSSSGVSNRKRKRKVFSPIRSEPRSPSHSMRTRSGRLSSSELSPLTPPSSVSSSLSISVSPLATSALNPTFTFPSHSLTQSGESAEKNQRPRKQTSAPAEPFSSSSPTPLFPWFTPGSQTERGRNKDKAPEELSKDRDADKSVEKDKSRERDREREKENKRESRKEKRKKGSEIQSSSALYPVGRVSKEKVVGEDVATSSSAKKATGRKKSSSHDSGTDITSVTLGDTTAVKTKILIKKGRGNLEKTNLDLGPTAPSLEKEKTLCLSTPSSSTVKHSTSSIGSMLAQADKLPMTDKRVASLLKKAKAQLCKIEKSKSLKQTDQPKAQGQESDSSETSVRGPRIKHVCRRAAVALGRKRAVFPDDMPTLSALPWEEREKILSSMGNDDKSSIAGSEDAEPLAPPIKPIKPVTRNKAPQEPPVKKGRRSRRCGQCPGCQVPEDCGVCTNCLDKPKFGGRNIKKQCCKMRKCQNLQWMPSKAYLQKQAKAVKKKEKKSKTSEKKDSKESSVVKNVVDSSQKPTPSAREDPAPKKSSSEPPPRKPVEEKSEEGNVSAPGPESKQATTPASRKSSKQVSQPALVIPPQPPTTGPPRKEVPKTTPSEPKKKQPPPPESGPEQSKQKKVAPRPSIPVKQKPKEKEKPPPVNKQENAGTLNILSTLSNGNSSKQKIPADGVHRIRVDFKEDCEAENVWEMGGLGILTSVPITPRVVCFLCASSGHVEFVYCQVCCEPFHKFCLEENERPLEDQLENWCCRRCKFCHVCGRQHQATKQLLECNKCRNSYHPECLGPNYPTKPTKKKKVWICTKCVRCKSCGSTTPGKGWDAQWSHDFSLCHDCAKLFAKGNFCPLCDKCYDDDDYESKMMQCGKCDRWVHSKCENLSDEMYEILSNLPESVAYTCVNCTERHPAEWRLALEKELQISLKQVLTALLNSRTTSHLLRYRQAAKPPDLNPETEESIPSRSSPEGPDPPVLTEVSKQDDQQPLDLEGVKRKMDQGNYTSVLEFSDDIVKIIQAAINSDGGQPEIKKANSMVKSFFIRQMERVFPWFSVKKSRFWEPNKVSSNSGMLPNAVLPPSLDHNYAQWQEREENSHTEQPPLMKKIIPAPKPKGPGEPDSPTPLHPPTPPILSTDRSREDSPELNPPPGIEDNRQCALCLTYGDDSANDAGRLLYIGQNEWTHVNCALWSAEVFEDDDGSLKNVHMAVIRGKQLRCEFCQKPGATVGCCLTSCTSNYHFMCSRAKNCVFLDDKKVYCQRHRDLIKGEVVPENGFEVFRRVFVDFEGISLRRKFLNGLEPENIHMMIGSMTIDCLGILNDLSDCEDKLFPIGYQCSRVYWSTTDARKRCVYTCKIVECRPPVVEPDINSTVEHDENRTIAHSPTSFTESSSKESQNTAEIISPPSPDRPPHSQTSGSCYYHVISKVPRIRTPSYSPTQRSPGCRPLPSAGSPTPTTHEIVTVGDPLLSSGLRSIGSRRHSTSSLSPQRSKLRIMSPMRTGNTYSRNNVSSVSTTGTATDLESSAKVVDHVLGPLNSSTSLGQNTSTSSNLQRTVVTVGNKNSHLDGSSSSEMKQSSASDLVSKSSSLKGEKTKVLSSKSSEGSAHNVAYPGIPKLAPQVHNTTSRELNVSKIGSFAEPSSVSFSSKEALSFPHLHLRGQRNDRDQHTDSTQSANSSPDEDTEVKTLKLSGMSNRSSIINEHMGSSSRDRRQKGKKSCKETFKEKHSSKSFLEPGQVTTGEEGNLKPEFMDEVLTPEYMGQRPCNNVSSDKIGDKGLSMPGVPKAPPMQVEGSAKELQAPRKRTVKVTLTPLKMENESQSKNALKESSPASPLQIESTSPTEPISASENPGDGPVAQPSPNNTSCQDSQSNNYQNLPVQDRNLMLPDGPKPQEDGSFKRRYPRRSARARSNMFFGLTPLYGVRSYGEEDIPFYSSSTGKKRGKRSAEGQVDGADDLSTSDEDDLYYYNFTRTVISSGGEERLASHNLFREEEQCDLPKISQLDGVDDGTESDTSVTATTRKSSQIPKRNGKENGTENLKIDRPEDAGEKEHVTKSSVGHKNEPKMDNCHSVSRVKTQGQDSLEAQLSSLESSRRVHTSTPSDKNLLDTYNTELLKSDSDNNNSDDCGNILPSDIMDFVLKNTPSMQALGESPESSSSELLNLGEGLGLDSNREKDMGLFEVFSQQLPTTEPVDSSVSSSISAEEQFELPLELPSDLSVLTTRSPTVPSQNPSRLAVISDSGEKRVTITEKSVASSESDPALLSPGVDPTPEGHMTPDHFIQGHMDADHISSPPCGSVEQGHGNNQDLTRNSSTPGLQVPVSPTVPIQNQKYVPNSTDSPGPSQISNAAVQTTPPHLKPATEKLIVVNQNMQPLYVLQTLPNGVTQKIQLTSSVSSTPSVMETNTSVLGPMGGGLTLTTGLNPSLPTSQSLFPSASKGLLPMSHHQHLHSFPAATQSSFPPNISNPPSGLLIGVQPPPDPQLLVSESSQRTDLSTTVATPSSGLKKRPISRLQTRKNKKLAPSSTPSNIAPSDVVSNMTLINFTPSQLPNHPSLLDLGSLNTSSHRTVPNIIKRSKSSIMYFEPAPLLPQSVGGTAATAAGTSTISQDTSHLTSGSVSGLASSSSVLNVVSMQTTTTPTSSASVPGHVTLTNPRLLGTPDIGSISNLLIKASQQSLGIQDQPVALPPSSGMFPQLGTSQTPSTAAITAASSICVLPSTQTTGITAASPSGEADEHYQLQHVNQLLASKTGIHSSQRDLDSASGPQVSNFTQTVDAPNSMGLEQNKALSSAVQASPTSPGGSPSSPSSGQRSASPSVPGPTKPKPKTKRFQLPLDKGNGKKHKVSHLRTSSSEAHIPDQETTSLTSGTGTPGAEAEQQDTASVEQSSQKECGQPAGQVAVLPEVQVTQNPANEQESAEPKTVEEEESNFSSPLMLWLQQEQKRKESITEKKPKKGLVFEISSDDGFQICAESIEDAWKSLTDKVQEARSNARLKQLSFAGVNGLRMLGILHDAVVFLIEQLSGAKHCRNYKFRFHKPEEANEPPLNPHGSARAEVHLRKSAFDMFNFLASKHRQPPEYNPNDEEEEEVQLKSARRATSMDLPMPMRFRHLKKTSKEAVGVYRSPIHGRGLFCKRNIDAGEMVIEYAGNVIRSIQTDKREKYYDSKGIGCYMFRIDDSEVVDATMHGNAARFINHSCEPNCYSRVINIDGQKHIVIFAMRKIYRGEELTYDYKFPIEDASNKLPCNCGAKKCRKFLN
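Steps: dispense CXXC domain solution (7 uM) → pin compounds or unlabeled HOX-A9 DNA control → 5 min ambient → add FLSN-HOX-A9 solution (50 nM) → spin → 30 min ambient → fluorescence polarization. Tris pH 7.5/NaCl/DTT/BSA buffer.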
USP2a block = qHTS Assay for Inhibitors of Ubiquitin-specific Protease USP2a Using CHOP2 as the Reporter | 330,000 tested, 0.01% active | USP2 core, Ub-CHOP2 coupled fluorogenic reporter, 485/531 | Ubiquitin carboxyl-terminal hydrolase 2 (Homo sapiens), O75604 | Potency, µM (top dose mostly 38.3 µM), without a hit: at the highest dose activity change, negative = inhibition, usual class: inhibitors;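 note: potency is the fitted concentration of half-maximal effect; plate controls were DMSO wells for no effect and full inhibition by NEM control for full effect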
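USP2 core (10nM final) preincubated 30min RT with compound in 20mM Tris-HCl pH 8.0, 2mM CaCl2, 2mM beta-mercaptoethanol, 0.05% CHAPS; 25nM Ub-CHOP2 plus 25nM reporter substrate added, fluorescence (Ex485/Em531) read after 60min.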
The depositor's hits bear a star; u = inconclusive; x = not tested or not shown; [ ] = another dose, or the depositor's remark. Unless noted, calls come from the whole dose curve; as a rule, active = well fitted curve in the direction sought with a large enough effect; inconclusive = small, poorly fitted or top-dose-only effect, or another doubt; inactive = no such curve, though single readings can be large; an effect the other way counts as inactive or inconclusive. The list is partial; the hit share may differ from the screen's.

SMILES	FBPA coupling cs	PKM2 act	Menin-MLL TR inh	Giardia killer	GALK inh	TRPV1 agonist	KCNH2 3.1 block	KCNH2 WT inh	B2AR arrestin	MLL CXXC-DNA inh	USP2a block
C=CCn1c(SCC(=O)Nc2ccc(C(=O)O)cc2)nc2scc(-c3ccccc3)c2c1=O	x	x	x	-2	x	x	17	5	-0.4%	x	0%
CN1C(=O)CSc2ccc(NC(=O)NCc3ccccc3)cc21	9	-14%	9%	11	-1%	6	10	4	0.3%	1%	0%
COc1oc(-c2ccc(Cl)cc2)nc1C(F)(F)F	11	-21%	9%	1	-2%	1	-1	-7	-0.3%	7%	1%
COc1cc(C(=O)NCCC(=O)NC(C)CCc2ccccc2)cc(OC)c1OC (stereo unspecified)	x	x	x	-1	-2%	-2	-1	-7	-0.1%	4%	1%
CC(C)CN(C(=O)CCNC(=O)c1ccc(Cl)cc1)C1CCS(=O)(=O)C1 (stereo unspecified)	x	x	x	-4	x	x	1	3	0.1%	x	3%
COc1cccc(-c2nc(NCCN3CCOCC3)c3ccccc3n2)c1O	3	-4%	u	20	0%	10	-5	5	0.3%	2%	3%
CCOc1ccc(C(=O)NCCC(=O)NCCCC(=O)O)cc1	0	-11%	-4%	-3	-2%	2	-10	2	0.2%	1%	-4%
S=c1[nH]nc(CCSCc2ccccc2)n1-c1ccccc1	3	16%	-21%	-7	1%	-4	-3	-10	-0.1%	-7%	0%
CCC(CC)c1nnc(NC(=O)c2cc(-c3ccccc3)nc3ccccc23)s1	-5	-2%	-12%	-23	3%	0	3	1	0.0%	5%	2%
Cc1cccc(NC(=O)CN2C(=O)C(C)Oc3ccccc32)n1 (stereo unspecified)	1	4%	-12%	-9	-1%	-3	8	-17	-0.7%	18%	0%
Cc1ccccc1NC(=O)Cc1nc(COC(=O)CCNS(=O)(=O)c2ccccc2)cs1	x	x	x	-4	x	-2	35	2	-0.7%	x	-9%
Cc1ccc(C(=O)c2cc([N+](=O)[O-])ccc2N2CCOCC2)cc1C	0	-9%	-9%	2	0%	-6	0	0	4.1%	10%	3%
CC(C)(C)OC(=O)N1Cc2ccccc2C[C@H]1C(=O)NC1CCCC1	-1	x	-24%	26	3%	2	-16	-14	-0.4%	30%[activator]	2%
O=C(NC1CCSc2ccccc21)c1ccccc1F (stereo unspecified)	x	-9%	x	1	6%	26	-2	-5	-0.3%	0%	0%
COc1ccc(-n2c(COc3ccc(C)cc3)nnc2SCc2ccc(C#N)cc2)cc1	0	2%	-16%	7	0%	u	-34	14	0.0%	-20%	6%
Cc1cc(-c2n[nH]c(=S)n2/N=C/c2ccco2)n[nH]1	6	-4%	x	2	5%	-4	3	13	-0.4%	-3%	-10%
CCOC(=O)Cc1nnc(NC(=O)CSc2ncc(-c3ccccc3)nn2)s1	1	3%	13%	3	-2%	0	-7	-3	0.0%	23%	-1%
Cc1cc(C)c2nc(N3CCN(C)CC3)c(C#N)cc2c1	1	-3%	1%	11	4%	-1	-2	4	-0.8%	9%	1%
COc1cccc(C2C(C#N)=C(N)N(N(C)C)C3=C2C(=O)CCC3)c1 (stereo unspecified)	0	x	-4%	-14	-2%	-1	8	0	-1.7%	20%	-1%
CCOc1ncccc1C(=O)OCc1ccc(Cl)cc1	0	-11%	-9%	-5	-4%	5	16	-11	0.0%	0%	1%
COCCN=C1Sc2nc3ccc(C)cc3cc2CN1Cc1ccco1	-3	-13%	-6%	-12	0%	u	-17	-13	-0.5%	-3%	-7%
Cc1[nH]c2ccccc2c1SCCNC(=O)c1ccc(Br)o1	-4	-12%	38%[activator]	7	-1%	-1	25	4	-0.2%	-1%	-5%
Cc1onc(-c2ccccc2)c1NC(=O)Nc1ccc(OC(F)F)cc1	2	-6%	x	10	0%	12	20	-3	-0.2%	-17%	0%
C[C@]12CC[C@H](O)C[C@@H]1CC[C@@H]1[C@@H]2CC[C@@]2(C)[C@H]1CCC(=O)[C@]21CCCO1	x	x	x	-9	x	x	-6	-14	0.4%	x	0%
O=S(=O)(NCc1cccnc1)c1ccc(Cl)c2ccccc12	-1	4%	11%	-10	0%	0	-3	-3	0.2%	-8%	1%
CCOC(=O)C1=C(CN2CCOCC2)NC(=O)NC1c1cccc([N+](=O)[O-])c1 (stereo unspecified)	-2	-1%	4%	-8	1%	2	18	4	-0.4%	-16%	2%
Cc1ccc(C(=O)O/N=C(\N)c2ccc(C(F)(F)F)cn2)cc1	5	x	12%	-1	3%	17	-2	20	-0.6%	-18%	6%
CC1=C(C(=O)OCc2ccccc2)C(c2cccc(Br)c2)NC(=O)N1 (stereo unspecified)	-1	0%	-10%	0	-3%	14	-6	-13	-1.8%	-1%	-1%
CN(Cc1ccccc1)S(=O)(=O)c1ccc(NC(=O)C2CCCO2)cc1 (stereo unspecified)	2	2%	17%	-6	2%	20	4	11	-3.6%	2%	0%
CC(=O)c1ccc(NC(=S)NCCCn2ccnc2)cc1	0	1%	20%	20	0%	-1	10	3	0.0%	-6%	0%
COc1ccc(CCC(=O)NCCNC(=O)CCc2ccc(OC)cc2)cc1	5	0%	-19%	6	5%	-2	-6	-7	-0.5%	4%	1%
O=C(NC1=NCCS1)c1ccc(Cl)cc1	1	-1%	10%	9	7%	4	17	5	-0.2%	-7%	0%
CCCn1cccc(C(=O)Nc2ccc(OC)cc2)c1=O	-1	x	10%	8	x	24	2	12	-0.8%	12%	-1%
O=C(Cc1ccc([N+](=O)[O-])cc1)Nc1ccc(Cl)cc1	0	5%	u	-18	11%	26	8	-6	-0.1%	20%	1%
CN(C(=O)CSc1nnc(-c2n[nH]c3ccccc23)o1)c1ccccc1	-3	-12%	2%	-2	-6%	27	24	0	0.4%	20%	7%
CC(C)NS(=O)(=O)c1ccc(NC(=S)NC(=O)c2cccc([N+](=O)[O-])c2)cc1	-3	-18%	-3%	-4	2%	0	-4	3	-0.8%	u	0%
Cc1ccc(NC(=O)NC(=O)CN2CCCC2c2ccc3c(c2)OCCO3)cc1C (stereo unspecified)	x	x	x	-14	x	4	0	-4	-0.7%	x	-1%
CCCCc1ncc(CN2CCN(Cc3ccc(C)cc3)C(CCO)C2)[nH]1 (stereo unspecified)	1	-6%	u	-3	3%	-3	-48	2	-1.0%	-13%	-2%
Nc1nc(NC(=O)c2ccccc2)nn1-c1ccccc1	2	1%	1%	23	x	2	-1	x	-1.4%	1%	4%
C#CCOCCOCCOCCNc1nc(N2CCN(C(=O)[C@H](CCCCN)n3cc([C@@H](N)CO)nn3)CC2)nc(N2CCN(C(=O)[C@H](Cc3cc4ccccc4[nH]3)n3cc([C@@H](N)CC(C)C)nn3)CC2)n1	2	-1%	u	x	1%	1	x	x	-0.2%	u	2%
CC(=O)Nc1ccc2c(c1)CCc1ccccc1-2	-2	x	24%	-12	4%	u	-11	1	0.4%	-11%	-8%
COc1ccccc1NS(=O)(=O)c1cccc(C(=O)N2CCN(C(=O)c3ccco3)CC2)c1	x	x	x	9	x	3	12	-10	0.0%	x	1%
COCC(C)NCc1ccc(OC)c(Br)c1 (stereo unspecified)	1	7%	3%	-14	1%	3	15	-2	0.0%	1%	1%
CCc1nnc(NC(=O)c2c(C)nn(-c3ccccc3)c2Cl)s1	8	-4%	-7%	10	x	3	1	-12	-0.1%	-2%	0%
CCN1C(=O)C(=O)N(CC(=O)N2CCC(C)Sc3ccccc32)C1=O (stereo unspecified)	x	x	x	9	x	-3	-1	3	-0.7%	x	1%
O=C(NCc1ccc(OC(F)(F)F)cc1)C1CCC(=O)N(C2CC2)C1 (stereo unspecified)	2	1%	-21%	-15	3%	0	8	-1	0.4%	1%	0%

Compound activity (PubChem)
